High-throughput results: PubChem BioAssay, Broad Institute
NSD2 inh – inhibitors of human NSD2, primary screen, biochemical, plate reader, single point. AID 624260, 2012. Histone-lysine N-methyltransferase NSD2 (Homo sapiens), O96028. hit rate 0.07% among 44,000. inhibition, % at 12.5 µM. NSD2-SET H3K36me1 DELFIA fluorescence; in the data active = inhibition above about 54%, passing the limit was not always enough;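 also: inhibitors reduce the monomethyl H3K36 fluorescence signal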
Target sequence (O96028 whole entry, looked up): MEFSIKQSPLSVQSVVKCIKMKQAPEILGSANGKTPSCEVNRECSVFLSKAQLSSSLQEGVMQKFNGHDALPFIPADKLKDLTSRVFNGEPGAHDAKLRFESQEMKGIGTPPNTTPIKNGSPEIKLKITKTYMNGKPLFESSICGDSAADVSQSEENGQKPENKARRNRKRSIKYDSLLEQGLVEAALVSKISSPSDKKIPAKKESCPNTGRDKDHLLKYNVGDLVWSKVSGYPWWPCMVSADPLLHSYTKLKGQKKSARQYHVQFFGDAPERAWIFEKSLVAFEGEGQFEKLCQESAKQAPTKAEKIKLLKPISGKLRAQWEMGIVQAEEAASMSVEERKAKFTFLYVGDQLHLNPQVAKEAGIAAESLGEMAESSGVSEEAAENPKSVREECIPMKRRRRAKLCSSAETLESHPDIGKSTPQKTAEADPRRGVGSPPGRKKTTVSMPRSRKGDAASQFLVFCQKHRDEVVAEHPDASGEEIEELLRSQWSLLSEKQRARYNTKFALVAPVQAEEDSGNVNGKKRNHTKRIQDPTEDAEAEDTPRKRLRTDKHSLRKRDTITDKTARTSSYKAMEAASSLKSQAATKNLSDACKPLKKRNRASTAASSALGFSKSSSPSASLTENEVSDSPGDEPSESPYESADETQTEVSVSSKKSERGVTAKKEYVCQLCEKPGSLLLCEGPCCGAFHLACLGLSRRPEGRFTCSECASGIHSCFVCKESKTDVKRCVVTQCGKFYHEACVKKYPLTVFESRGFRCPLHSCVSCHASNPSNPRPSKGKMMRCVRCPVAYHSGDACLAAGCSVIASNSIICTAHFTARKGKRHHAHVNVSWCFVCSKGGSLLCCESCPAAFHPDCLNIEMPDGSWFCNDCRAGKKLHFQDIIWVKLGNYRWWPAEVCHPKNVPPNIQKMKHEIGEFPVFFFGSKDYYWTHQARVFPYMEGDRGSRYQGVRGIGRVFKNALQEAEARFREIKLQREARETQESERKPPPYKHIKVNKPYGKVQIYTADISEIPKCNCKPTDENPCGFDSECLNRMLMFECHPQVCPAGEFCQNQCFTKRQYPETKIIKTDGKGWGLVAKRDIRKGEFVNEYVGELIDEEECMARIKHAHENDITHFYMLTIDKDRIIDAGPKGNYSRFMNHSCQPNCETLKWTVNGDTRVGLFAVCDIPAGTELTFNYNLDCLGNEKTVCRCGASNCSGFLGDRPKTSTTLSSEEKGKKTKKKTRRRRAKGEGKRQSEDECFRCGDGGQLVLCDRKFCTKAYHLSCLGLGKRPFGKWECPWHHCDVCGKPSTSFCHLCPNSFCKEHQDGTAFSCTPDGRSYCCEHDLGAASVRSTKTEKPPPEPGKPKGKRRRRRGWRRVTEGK
Active calls of the source: *. These rows are one share of the data. The share of hits here may be higher or lower than overall.

Results for Cc1noc(C)c1NC(=O)Nc1ccc2c(c1)C(=O)N([C@H](C)CO)C[C@H](C)[C@H](CN(C)S(=O)(=O)c1ccc(F)cc1)OCCCC[C@@H](C)O2 ?
NSD2 inh: -1

How did CCCNC(=O)N(C)C[C@@H]1Oc2cc(Br)ccc2S(=O)(=O)N([C@H](C)CO)C[C@H]1C do in these assays?
NSD2 inh: -3

How did C[C@@H]1CN([C@@H](C)CO)C(=O)c2cc(NC(=O)CCC(F)(F)F)ccc2O[C@@H](C)CCCCO[C@H]1CN(C)C(=O)c1ccncc1 do in these assays?
NSD2 inh: 0

What do the screens show for `COc1cccc(C#Cc2ccc3c(c2)O[C@H](CN(C)C(C)=O)[C@H](C)CN([C@@H](C)CO)S3(=O)=O)c1`?
NSD2 inh: 11

How did Cc1noc(C)c1S(=O)(=O)N(C)C[C@@H]1OCCCC[C@@H](C)Oc2ccc(NC(=O)CCCN(C)C)cc2C(=O)N([C@H](C)CO)C[C@H]1C do in these assays?
NSD2 inh: 0

What do the screens show for `C[C@H](CO)N1C[C@H](C)[C@H](CN(C)C)Oc2ccc(NC(=O)Cn3cnnn3)cc2C1=O`?
NSD2 inh: 3

Results for C[C@H](CO)N1C[C@H](C)[C@H](CN(C)Cc2cccnc2)Oc2ncc(C#CC3CCCCC3)cc2C1=O ?
NSD2 inh: -13

What do the screens show for `COc1ccc(CN(C)C[C@@H]2Oc3c(NC(=O)Nc4cccc5ccccc45)cccc3C(=O)N([C@H](C)CO)C[C@@H]2C)cc1`?
NSD2 inh: 0

What do the screens show for `CCC(=O)N(C)C[C@H]1Oc2ncc(C#Cc3cccnc3)cc2C(=O)N([C@H](C)CO)C[C@H]1C`?
NSD2 inh: 1

Results for C[C@@H]1CN([C@H](C)CO)C(=O)c2cccc(NS(=O)(=O)c3ccccc3)c2O[C@@H]1CN(C)Cc1ccncc1 ?
NSD2 inh: 1

Looked up by compound from the list above:
Results for C[C@@H]1CN([C@H](C)CO)C(=O)c2cccc(NS(=O)(=O)c3ccccc3)c2O[C@@H]1CN(C)Cc1ccncc1 ?
NSD2 inh: 1

How did CCCNC(=O)N(C)C[C@@H]1Oc2cc(Br)ccc2S(=O)(=O)N([C@H](C)CO)C[C@H]1C do in these assays?
NSD2 inh: -3

3 entries out of the list, ordered by SMILES length, descending:
What do the screens show for `COc1ccc(CN(C)C[C@@H]2Oc3c(NC(=O)Nc4cccc5ccccc45)cccc3C(=O)N([C@H](C)CO)C[C@@H]2C)cc1`?
NSD2 inh: 0

Results for C[C@@H]1CN([C@H](C)CO)C(=O)c2cccc(NS(=O)(=O)c3ccccc3)c2O[C@@H]1CN(C)Cc1ccncc1 ?
NSD2 inh: 1

What do the screens show for `C[C@H](CO)N1C[C@H](C)[C@H](CN(C)C)Oc2ccc(NC(=O)Cn3cnnn3)cc2C1=O`?
NSD2 inh: 3

Back to the main list with the 3 entries that preceded the break.
What do the screens show for `COc1ccc(CN(C)C[C@@H]2Oc3c(NC(=O)Nc4cccc5ccccc45)cccc3C(=O)N([C@H](C)CO)C[C@@H]2C)cc1`?
NSD2 inh: 0

What do the screens show for `CCC(=O)N(C)C[C@H]1Oc2ncc(C#Cc3cccnc3)cc2C(=O)N([C@H](C)CO)C[C@H]1C`?
NSD2 inh: 1

Results for C[C@@H]1CN([C@H](C)CO)C(=O)c2cccc(NS(=O)(=O)c3ccccc3)c2O[C@@H]1CN(C)Cc1ccncc1 ?
NSD2 inh: 1

Results for CNC[C@H]1Oc2ccc(NS(=O)(=O)c3c(C)noc3C)cc2CC(=O)N([C@@H](C)CO)C[C@@H]1C ?
NSD2 inh: 5

What do the screens show for `C[C@@H]1CN([C@@H](C)CO)C(=O)c2cc(NS(=O)(=O)c3cn(C)cn3)ccc2O[C@H]1CN(C)S(=O)(=O)c1cn(C)cn1`?
NSD2 inh: 1

Results for C[C@H](CO)N1C[C@H](C)[C@H](CN(C)C(=O)CN(C)C)Oc2cc(C#CC3CC3)ccc2S1(=O)=O ?
NSD2 inh: 1

Results for CC(C)CC#Cc1ccc2c(c1)O[C@@H](CN(C)C(=O)NC1CCCC1)[C@@H](C)CN([C@@H](C)CO)S2(=O)=O ?
NSD2 inh: -7

How did C/C=C/c1cnc2c(c1)C(=O)N([C@@H](C)CO)C[C@H](C)[C@@H](CN(C)C(=O)c1ccc3c(c1)OCO3)O2 do in these assays?
NSD2 inh: 9

Results for C[C@@H]1C[C@@H](O)C2[C@@](C)(CO)CCC[C@]2(C)[C@@]1(O)CCc1ccoc1 (stereo partly drawn) ?
NSD2 inh: 1

Results for C[C@H]1CN([C@@H](C)CO)C(=O)Cc2cc(NS(=O)(=O)c3ccc(F)cc3)ccc2O[C@H]1CN(C)S(=O)(=O)c1cccs1 ?
NSD2 inh: 3

What do the screens show for `C[C@H](CO)N1C[C@H](C)[C@H](CN(C)Cc2ccc(Cl)c(Cl)c2)Oc2ccc(N(C)C)cc2C1=O`?
NSD2 inh: -100

How did C[C@H]1CN([C@@H](C)CO)C(=O)c2cc(NS(=O)(=O)c3ccc(Cl)cc3)ccc2O[C@@H]1CN(C)Cc1ccccc1 do in these assays?
NSD2 inh: -1

What do the screens show for `CNC[C@@H]1Oc2ncc(C#CCC3CCCC3)cc2C(=O)N([C@H](C)CO)C[C@H]1C`?
NSD2 inh: 6

What do the screens show for `C[C@H]1CN([C@@H](C)CO)C(=O)c2cc(NC(=O)Nc3ccc4c(c3)OCO4)ccc2O[C@@H]1CN(C)S(=O)(=O)c1ccc(Cl)cc1`?
NSD2 inh: -3

What do the screens show for `COc1ccc(NC(=O)Nc2ccc3c(c2)C(=O)N([C@H](C)CO)C[C@H](C)[C@H](CN(C)CC2CC2)OCCCC[C@@H](C)O3)cc1`?
NSD2 inh: 0

Results for C[C@@H]1CN([C@@H](C)CO)C(=O)Cc2cc(NC(=O)CCN3CCOCC3)ccc2O[C@H]1CN(C)C ?
NSD2 inh: 1

What do the screens show for `Cc1ccc(S(=O)(=O)/C=C/C#N)cc1`?
NSD2 inh: 1

How did C[C@@H]1CN([C@H](C)CO)C(=O)c2cc(NC(=O)Nc3ccc(C(F)(F)F)cc3)ccc2O[C@@H](C)CCCCO[C@H]1CN(C)S(=O)(=O)c1cn(C)cn1 do in these assays?
NSD2 inh: -2

What do the screens show for `O=C(C[C@H]1C=C[C@H](NC(=O)c2ccccn2)[C@@H](CO)O1)NCc1cc(F)cc(F)c1`?
NSD2 inh: 6

Results for C[C@H]1CN([C@@H](C)CO)C(=O)c2cccc(NS(=O)(=O)c3ccccc3)c2O[C@H]1CN(C)C(=O)NC1CCCCC1 ?
NSD2 inh: 7

How did C[C@@H]1CN([C@@H](C)CO)C(=O)c2ccccc2-c2ccccc2CO[C@@H]1CN(C)S(=O)(=O)c1cccs1 do in these assays?
NSD2 inh: 3

Results for COc1ccc(S(=O)(=O)Nc2ccc3c(c2)C(=O)N([C@@H](C)CO)C[C@H](C)[C@@H](CN(C)Cc2ccccc2)O3)cc1 ?
NSD2 inh: 10

What do the screens show for `COc1cccc(-c2cc(=O)c3ccccc3o2)c1N`?
NSD2 inh: -7

How did C[C@H](CO)N1C[C@H](C)[C@H](CN(C)S(=O)(=O)c2cn(C)cn2)OCCCC[C@H](C)Oc2ccc(NC(=O)Cc3ccccc3)cc2C1=O do in these assays?
NSD2 inh: 3

What do the screens show for `COc1cc(/C=N/NC(=O)CCCCCCC(=O)Nc2ccccc2O)c(Br)cc1O`?
NSD2 inh: -7

Results for COc1ccc(S(=O)(=O)N(C)C[C@H]2OCCCC[C@@H](C)Oc3ccc(NC(=O)c4ccncc4)cc3C(=O)N([C@H](C)CO)C[C@@H]2C)cc1 ?
NSD2 inh: -2

What do the screens show for `O=C(C[C@H]1CC[C@@H](NC(=O)c2ccncc2)[C@H](CO)O1)NCC1CC1`?
NSD2 inh: -1

What do the screens show for `O=C1NC(=O)c2cc(Nc3ccc(F)cc3)c(Nc3ccc(F)cc3)cc21`?
NSD2 inh: -3

How did C[C@H]1CN([C@@H](C)CO)C(=O)c2cc(NC(=O)C3CC3)ccc2O[C@H]1CN(C)S(=O)(=O)c1ccc(F)cc1 do in these assays?
NSD2 inh: 5

Results for COc1ccc(S(=O)(=O)N(C)C[C@H]2OCCCC[C@@H](C)Oc3ccc(NC(=O)CCC(F)(F)F)cc3C(=O)N([C@@H](C)CO)C[C@H]2C)cc1 ?
NSD2 inh: -10

How did C[C@H](CO)N1C[C@H](C)[C@@H](CN(C)Cc2ccccc2)Oc2ncc(-c3ccccc3)cc2C1=O do in these assays?
NSD2 inh: -2

What do the screens show for `C[C@H](CO)N1C[C@H](C)[C@@H](CN(C)Cc2ccc3c(c2)OCO3)Oc2ccc(NS(=O)(=O)c3ccc(F)cc3)cc2CC1=O`?
NSD2 inh: -4

What do the screens show for `COc1ccc(S(=O)(=O)Nc2ccc3c(c2)C(=O)N([C@H](C)CO)C[C@H](C)[C@H](CN(C)S(=O)(=O)c2c(C)noc2C)OCCCC[C@H](C)O3)cc1`?
NSD2 inh: -3

Results for C[C@H]1CN([C@@H](C)CO)S(=O)(=O)c2ccc(-c3ccccc3)cc2O[C@@H]1CN(C)Cc1ccccn1 ?
NSD2 inh: 3

How did C[C@@H]1CN([C@H](C)CO)C(=O)c2cc(C#Cc3ccccc3F)cnc2O[C@@H]1CN(C)S(C)(=O)=O do in these assays?
NSD2 inh: -3

What do the screens show for `CCC(=O)N[C@@H]1C=C[C@H](CC(=O)NCc2ccccc2OC)O[C@H]1CO`?
NSD2 inh: 6

What do the screens show for `C[C@H]1CN([C@@H](C)CO)C(=O)c2cc(C#CC3(O)CCCC3)cnc2O[C@@H]1CN(C)C(=O)Cc1ccncc1`?
NSD2 inh: 4

What do the screens show for `C[C@@H]1CN([C@@H](C)CO)C(=O)Cc2cc(NC(=O)Nc3cccc4ccccc34)ccc2O[C@H]1CN(C)S(=O)(=O)c1cn(C)cn1`?
NSD2 inh: 5

How did COCC#Cc1ccc2c(c1)O[C@H](CN(C)Cc1ccc3c(c1)OCO3)[C@@H](C)CN([C@@H](C)CO)S2(=O)=O do in these assays?
NSD2 inh: 3

Results for C[C@@H]1CN([C@H](C)CO)C(=O)Cc2cc(NS(=O)(=O)c3cccs3)ccc2O[C@H]1CN(C)CC1CC1 ?
NSD2 inh: 9

What do the screens show for `C[C@@H]1CN([C@H](C)CO)C(=O)c2cccc(NS(C)(=O)=O)c2O[C@@H]1CN(C)C(=O)NC1CCCCC1`?
NSD2 inh: 17

How did C[C@@H]1CN([C@@H](C)CO)S(=O)(=O)c2ccc(/C=C/c3ccccc3)cc2O[C@H]1CN(C)C(=O)c1ccc2c(c1)OCO2 do in these assays?
NSD2 inh: -6

What do the screens show for `Cc1noc(C)c1S(=O)(=O)Nc1ccc2c(c1)C(=O)N([C@H](C)CO)C[C@H](C)[C@H](CN(C)S(=O)(=O)c1cccs1)OCCCC[C@@H](C)O2`?
NSD2 inh: 4

Results for C[C@H]1CN([C@@H](C)CO)C(=O)Cc2cc(NC(=O)Nc3ccccc3)ccc2O[C@@H]1CN(C)Cc1ccc(C(=O)O)cc1 ?
NSD2 inh: 3

Results for COc1cccc(NC(=O)N(C)C[C@H]2OCc3ccccc3-c3ccccc3C(=O)N([C@H](C)CO)C[C@@H]2C)c1 ?
NSD2 inh: 2

How did CC(C)NC(=O)Nc1ccc2c(c1)C(=O)N([C@H](C)CO)C[C@H](C)[C@H](CN(C)S(=O)(=O)c1cccs1)OCCCC[C@H](C)O2 do in these assays?
NSD2 inh: -3

Results for C[C@H](CO)N1C[C@H](C)[C@H](CN(C)S(C)(=O)=O)Oc2cc(C#Cc3ccc(F)cc3)ccc2S1(=O)=O ?
NSD2 inh: -4

How did O=C(C[C@@H]1C[C@@H]2c3cc(NC(=O)NC4CCCC4)ccc3O[C@@H]2[C@@H](CO)O1)NCc1cc(F)ccc1F do in these assays?
NSD2 inh: 3

What do the screens show for `Cc1noc(C)c1NC(=O)N(C)C[C@@H]1Oc2ccc(NC(=O)C3CC3)cc2C(=O)N([C@@H](C)CO)C[C@@H]1C`?
NSD2 inh: -4

Results for C[C@@H]1CN([C@@H](C)CO)C(=O)c2cc(NS(C)(=O)=O)ccc2O[C@@H](C)CCCCO[C@H]1CN(C)Cc1ccncc1 ?
NSD2 inh: -38

Results for C[C@@H]1CN([C@@H](C)CO)C(=O)c2cc(/C=C/c3ccccc3)cnc2O[C@@H]1CN(C)S(=O)(=O)c1ccc(F)cc1 ?
NSD2 inh: -6

Results for C[C@H]1CN([C@@H](C)CO)C(=O)Cc2cc(NS(=O)(=O)c3ccc(F)cc3)ccc2O[C@@H]1CN(C)Cc1ccc(C(F)(F)F)cc1 ?
NSD2 inh: -34

What do the screens show for `C[C@H](CO)N1C[C@H](C)[C@H](CN(C)Cc2ccc(Cl)c(Cl)c2)Oc2ccc(NC(=O)Nc3ccc4c(c3)OCO4)cc2CC1=O`?
NSD2 inh: -3

What do the screens show for `COc1ccccc1-c1ccc2c(c1)O[C@H](CN(C)C(=O)c1ccncc1)[C@H](C)CN([C@H](C)CO)S2(=O)=O`?
NSD2 inh: 6

Results for C[C@H]1CN([C@@H](C)CO)C(=O)c2cc(-c3ccncc3)cnc2O[C@@H]1CN(C)S(=O)(=O)c1ccccc1 ?
NSD2 inh: 4

Results for COc1ccc(COCC23N=C4SCC(=O)N4[C@H](c4ccccc4O2)[C@H]3COC(=O)c2ccccc2)cc1 ?
NSD2 inh: 10

What do the screens show for `C[C@@H]1CN([C@@H](C)CO)C(=O)c2cc(C#CCC3CCCC3)cnc2O[C@@H]1CN(C)S(=O)(=O)c1cccs1`?
NSD2 inh: -2

Results for Cc1noc(C)c1NC(=O)N(C)C[C@@H]1Oc2ccc(NC(=O)CCC(F)(F)F)cc2C(=O)N([C@H](C)CO)C[C@H]1C ?
NSD2 inh: 4

What do the screens show for `C[C@H](CO)N1C[C@H](C)[C@@H](CN(C)C(=O)Nc2ccc(C(F)(F)F)cc2)Oc2ccc(NC(=O)C3CC3)cc2C1=O`?
NSD2 inh: 0

Results for C[C@H](NC(=O)C[C@@H]1C[C@@H]2c3cc(NC(=O)Nc4ccc(C(F)(F)F)cc4)ccc3O[C@@H]2[C@@H](CO)O1)c1ccccc1 ?
NSD2 inh: 16
